FLuc modulator – qHTS profiling assay for firefly luciferase inhibitor/activator using purifed enzyme and Km concentrations of substrates (counterscreen for miR-21 project). AID 588342, 2011. purified FLuc, Km substrates, luminescence inhibition. Potency, µM (doses to about 57.5 µM), inactives show top-dose activity change, negative = inhibition, actives largely listed as inhibitors. Luciferin 4-monooxygenase (Photinus pyralis), P08659. actives 6.9% (n = 360,000);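 note: potency is the fitted concentration of half-maximal effect; plate controls were vehicle for no effect and reference inhibitor for full effect; nearly all actives have a fitted effect of over 55% in size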
Target sequence (P08659 whole entry, looked up): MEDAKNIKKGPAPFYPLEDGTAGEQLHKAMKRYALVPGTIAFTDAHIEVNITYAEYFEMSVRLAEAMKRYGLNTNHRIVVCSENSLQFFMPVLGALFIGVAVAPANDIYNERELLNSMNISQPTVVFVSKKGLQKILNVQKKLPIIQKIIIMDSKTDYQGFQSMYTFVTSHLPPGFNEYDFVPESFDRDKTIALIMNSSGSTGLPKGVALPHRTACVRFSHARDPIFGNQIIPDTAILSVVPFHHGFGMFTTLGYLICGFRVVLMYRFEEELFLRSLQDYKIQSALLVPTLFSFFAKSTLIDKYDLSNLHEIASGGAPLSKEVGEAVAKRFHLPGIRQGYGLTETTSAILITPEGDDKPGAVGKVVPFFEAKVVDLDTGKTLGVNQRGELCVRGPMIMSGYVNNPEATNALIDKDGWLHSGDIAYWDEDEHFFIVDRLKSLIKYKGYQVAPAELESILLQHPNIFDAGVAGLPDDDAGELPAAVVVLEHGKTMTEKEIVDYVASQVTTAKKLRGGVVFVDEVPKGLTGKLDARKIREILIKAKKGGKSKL
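Purified P. pyralis luciferase (10nM final) with 10uM D-luciferin and 10uM ATP (Km levels) in 50mM Tris acetate pH 7.5, 10mM Mg acetate, 0.01% Tween-20, 0.05% BSA; qHTS 6-point titration, ~60 µM downward; luminescence read.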
RORgamma inh – qHTS for inhibitors of ROR gamma transcriptional activity; Drosophila S2 Gal4-RORgamma UAS-luciferase reporter, 20 h; Nuclear receptor ROR-gamma (Mus musculus), P51450; actives 5.4% (n = 310,000); Potency, µM (doses to about 53.6 µM), for the others: at the highest dose activity change, negative = inhibition, usual class: inhibitors; note: potency is the fitted concentration of half-maximal effect; % is set by controls: 0 for no effect and ±100 for the full control effect; nearly all actives have a fitted effect of over 60% in size
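Using a luciferase readout, inhibitors were identified by reduced reporter activity in Drosophila cells coexpressing a copper-inducible Gal4–ROR gamma fusion and UAS-driven Photinus luciferase, incubated 20 hr after 700 uM copper sulfate.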
Tb PFK inh – qHTS Assay to Find Inhibitors of T. brucei phosphofructokinase; ATP-dependent 6-phosphofructokinase (Trypanosoma brucei brucei), O15648; T. brucei PFK, ADP-Glo luminescence; Potency, µM (highest dose often 57.5 µM), without a hit: at the top dose activity, negative = inhibition, hits mostly inhibitors; actives 0.17% (n = 330,000); AID 485367, 2010;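 note: potency is the fitted concentration of half-maximal effect; 0% = uninhibited 1x PFK enzyme wells and -100% = no-enzyme wells; nearly all actives have a fitted effect of over 60% in size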
Target sequence (O15648 whole entry, looked up): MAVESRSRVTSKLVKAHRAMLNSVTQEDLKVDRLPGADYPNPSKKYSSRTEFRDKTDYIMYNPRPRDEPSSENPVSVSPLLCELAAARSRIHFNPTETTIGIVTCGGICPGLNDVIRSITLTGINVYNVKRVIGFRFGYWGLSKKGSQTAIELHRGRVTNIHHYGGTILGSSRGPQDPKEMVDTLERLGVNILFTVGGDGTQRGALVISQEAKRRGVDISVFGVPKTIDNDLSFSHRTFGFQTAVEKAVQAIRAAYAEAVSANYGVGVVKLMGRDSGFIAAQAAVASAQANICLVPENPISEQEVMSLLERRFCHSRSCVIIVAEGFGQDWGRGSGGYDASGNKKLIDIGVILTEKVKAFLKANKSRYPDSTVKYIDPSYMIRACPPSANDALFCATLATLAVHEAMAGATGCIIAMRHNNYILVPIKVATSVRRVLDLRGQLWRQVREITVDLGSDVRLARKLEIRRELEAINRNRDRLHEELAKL
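In TEA buffer at pH 8.0 with 5 mM MgCl2, enzyme (1.25 nM) converted F6P (0.5 mM) and ATP (0.1 mM) for 45 min at room temperature. ADP product was read by luciferase luminescence.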
ELG1 genotoxic – qHTS screen for small molecules that induce genotoxicity in human embryonic kidney (HEK293T) cells expressing luciferase-tagged ELG1 | actives 1.3% (n = 330,000) | HEK293T ELG1-luciferase reporter, luminescence, 16 h | Potency, µM (top dose mostly 46 µM), for the others: at the top dose activity change, positive = activation, usual class: activators; note: potency is the fitted concentration of half-maximal effect; % of control where 0% means no effect; nearly all actives have a fitted effect of over 60% in size
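Cells (2,000/well) expressing the ELG1-luciferase fusion are dosed by pin tool and kept 16 hr at 37 °C, 5% CO2. Signal comes from ONE-Glo luciferase reagent after 30 min at room temperature.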
TRPV1 agonist – HTS Assay for Compounds that Act as Agonists of the Vanilloid Receptor 1 | Transient receptor potential cation channel subfamily V member 1 (Homo sapiens), Q8NER1 | TRPV1-expressing cells, Fluo-8 calcium influx, agonist mode | activation, % at 8.33 µM | actives 0.19% (n = 320,000); in the data active = activation above about 80%; inconclusive = between about 30% and that limit; note: 0% is about no effect
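Fluo-8 calcium influx in TRPV1-expressing cells, kinetic read (ex 480/em 520 nm). Compound added and read 3 min for agonist activity, followed by capsaicin at EC20 final and 2 min further read for enhancement.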
VP16 counter – VP16 counterscreen qHTS for inhibitors of ROR gamma transcriptional activity; Drosophila S2 Gal4-VP16 UAS-luciferase, luminescence, 20 h; Potency, µM (series often up to 53.6 µM), for inactives: at the top dose activity, negative = inhibition, most hits filed as inhibitors; actives 3.5% (n = 310,000);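 note: Gal4-VP16 expression switched on by copper sulfate through the metallothionein promoter; potency is the fitted concentration of half-maximal effect; % is set by controls: 0 for no effect and ±100 for the full control effect; nearly all actives have a fitted effect of over 50% in size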
ELG1 DNA repair – qHTS screen for small molecules that inhibit ELG1-dependent DNA repair in human embryonic kidney (HEK293T) cells expressing luciferase-tagged ELG1 | HEK293T ELG1-luciferase reporter, luminescence, 16 h; DNA damage induced by 5-fluorouridine | Potency, µM (titrated, usually from 46.1 µM), inactives show at the highest dose activity change, negative = inhibition, most hits filed as inhibitors | actives 2.3% (n = 330,000); note: potency is the fitted concentration of half-maximal effect; % is set by controls: 0 for no effect and ±100 for the full control effect; nearly all actives have a fitted effect of over 55% in size
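In this reporter screen, reduction of luminescence relative to DMSO vehicle indicated activity. Compounds and 5-fluorouridine were added together to 2,000 cells per well, incubated for 16 hr at 37 °C, then developed with ONE-Glo.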
BRCA1 expr up – qHTS Assay to Identify Small Molecule Activators of BRCA1 Expression. MCF7-BRCA1-FFLuc reporter, luminescence, 48 h; response scale: scaled: vehicle 0%, 10 µM genistein 100%. Potency, µM (series often up to 46.1 µM), for the others: at the highest dose activation, actives largely listed as activators. actives 1.1% (n = 380,000). AID 624202, 2012; note: potency is the fitted concentration of half-maximal effect; nearly all actives have a fitted effect of over 80% in size; some results filed as inactive show a strong effect at the top dose
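Activators of BRCA1 expression were detected as increased firefly luciferase luminescence in engineered MCF7 cells after 48 h compound incubation. Signals were scaled to genistein 10 microM as full activation.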
p53 reactivator – qHTS assay for re-activators of p53 using a Luc reporter. H1299 p53-A138V BP100-luciferase reporter, luminescence, 24 h. Potency, µM (series often up to 92.2 µM), for inactives: top-dose activity change, positive = activation, usual class: activators. actives 0.063% (n = 320,000); note: potency is the fitted concentration of half-maximal effect; % of control where 0% means no effect; nearly all actives have a fitted effect of over 45% in size
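H1299 (p53-null), stable ts p53-A138V + BP100-Luc; 1000 cells/well, Opti-MEM/10% FBS; cpd 4 pt, 1:5; 24 h, 37 deg C, 5% CO2; detection reagent 10 min RT; luminescence.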
Rab9 prom act – qHTS Assay for Rab9 Promoter Activators; Huh7 Rab9 promoter-luciferase reporter, luminescence, 24 h; Potency, µM (highest dose often 9.22 µM), inactives show top-dose activation, negative = inhibition, hits mostly activators; actives 2.8% (n = 320,000); AID 485297, 2010; note: potency is the fitted concentration of half-maximal effect; % of control where 0% means no effect; nearly all actives have a fitted effect of over 60% in size
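Luminescence from Amplite-detected luciferase (10 minutes, ambient) reports Rab9 promoter activation. Before that, stable Rab9-luciferase Huh7 cells (1500/well, reduced-serum OP-MEM I plus 10% FBS) were exposed to compound for 24 hours at 37C.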
NPC1 promoter act – qHTS Assay for NPC1 Promoter Activators; Potency, µM (doses to about 9.22 µM), for the others: at the top dose activation, actives largely listed as activators; AID 485313, 2010; Huh7 NPC1 promoter luciferase reporter, 24 h; actives 2.4% (n = 320,000);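 note: potency is the fitted concentration of half-maximal effect; % of control where 0% means no effect; nearly all actives have a fitted effect of over 60% in size; reporter is driven by a mutant NPC1 promoter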
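Huh7 reporter cells (NPC1 promoter driving luciferase) are dosed with compound for 24 h at 37 °C, 5% CO2; luciferase detection reagent is then added and luminescence measured after 10 min at ambient temperature.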
Starred values were filed as active, the others as inactive; ? = inconclusive; nt = not tested or not shown; [ ] = dose if it differs, or a comment. Unless noted, calls come from the whole dose curve; as a rule, active = well fitted curve in the direction sought with a large enough effect; inconclusive = small, poorly fitted or top-dose-only effect, or another doubt; inactive = no such curve, though single readings can be large; an effect the other way counts as inactive or inconclusive. Outcome played no part in choosing rows; about 15% have a hit in one of these screens.

Structure	FLuc modulator	RORgamma inh	Tb PFK inh	ELG1 genotoxic	TRPV1 agonist	VP16 counter	ELG1 DNA repair	BRCA1 expr up	p53 reactivator	Rab9 prom act	NPC1 promoter act
CCC(C)(C)n1nnnc1C(c1cccc(C#N)c1)N1CCN(c2cc(C)ccc2C)CC1 (centres undefined)	10%	8%	-2%	0%	-1	-7%	-4%	-21%	-4%	-7%	-6%
CC1CN(C(=O)CN2C(=O)NC(C)(c3ccccc3)C2=O)CC(C)O1 (centres undefined)	0%	-7%	-2%	-1%	-7	-3%	-6%	0%	-1%	-1%	1%
COc1ccc(NC(=O)CSc2nc3c(c(=O)n2-c2ccc(C)cc2)SCC3)c(OC)c1	3%	?	-4%	0%	-1	-15%	-21%	-11%	-13%	-4%	-7%
COCCn1c(SCC(=O)Nc2cccc(C)c2)nnc1C(C)C	0%	0%	1%	1%	-2	-3%	6%	-7%	1%	5%	-1%
CC(C)(C)c1ccc(C(=O)N2CCCCCC2=O)cc1	?	?	-1%	-8%	13	2.2µM*	?	-68%	-22%	-21%	-22%
CC(C(=O)Nc1ccccc1)C(=O)Nc1ccccc1	-8%	-2%	3%	2%	-7	-5%	26%	-6%	3%	-2%	0%
COc1ccc(S(=O)CC(=O)Nc2ccc(Cl)cc2Cl)cc1 (centres undefined)	0%	34%	-12%	-4%	11	1%	13%	-8%	1%	-1%	0%
O=C(NCc1ccccc1Cl)c1ccccc1CCc1ccccc1	-6%	41%	2%	-6%	?	-10%	-7%	-1%	1%	-7%	1%
O=C(Cn1cccc1C(=O)c1ccccc1)NCc1ccco1	-1%	29%	2%	1%	2	-3%	1%	15%	14%	-6%	2%
O=C(N/N=C/c1cccn1-c1ccc([N+](=O)[O-])cc1)c1cccnc1	6%	?	0%	9%	-1	10µM*	-14%	-34%	-4%	-6%	-4%
O=S(=O)(Nc1ccc2c(c1)OCCO2)c1c(F)cccc1F	-17%	12%	1%	4%	-1	1%	6%	-5%	-1%	6%	-1%
Cn1c(=O)[nH]c(=O)c2c1nc(CN1CCN(c3ccccc3F)CC1)n2CC(N)=O	7%	-21%	0%	0%	0	-4%	4%	0%	6%	-2%	-3%
COC(=O)c1sccc1-n1cccc1C(=O)C(=O)N1CC(C)OC(C)C1 (centres undefined)	0%	9%	-1%	1%	-5	0%	8%	-19%	0%	0%	-1%
CCCCCOc1ccc(C(=O)N(Cc2ccco2)C2CCS(=O)(=O)C2)cc1 (centres undefined)	0%	-4%	-2%	-1%	-5	5%	?	-1%	-1%	10%	-3%
COc1c(/C=N/NC(=O)[C@H]2C[C@@H]2c2ccccc2)c(CCN(C)C(C)=O)cc2c1OCO2	-14%	22%	-2%	-2%	-1	-4%	13µM*	-12%	-7%	-2%	-4%
Cc1c(NC(=O)/C(C#N)=C/C2CC=CCC2)c(=O)n(-c2ccccc2)n1C (centres undefined)	0%	-10%	-1%	3%	-3	-1%	?	-1%	5%	-2%	3%
CC1CC(=O)N(c2ccc(C(C)C)cc2)C(=O)C1	-7%	3%	1%	-7%	-4	-4%	7%	23%	6%	3%	11%
Cc1cc(C)nc(N2CCCC(C(=O)NC3CCCC3)C2)n1 (centres undefined)	7%	-51%	0%	0%	7	2%	5%	3%	-11%	-6%	-2%
CCOc1ccc2oc(C(=O)N3CCN(c4ccccc4OCC)CC3)c(C)c2c1	2%	nt	-6%	-5%	2	nt	?	-51%	-4%	0%	-2%
CC(C)C(=O)Nc1sc2c(c1-c1nc3ccccc3[nH]1)CCCC2	?	11µM*	7%	2%	?	0%	-6%	-34%	-2%	4%	-2%
CCOC(=O)c1[nH]c(C)c(C(=O)N2CCN(c3cccc(Cl)c3)CC2)c1C	5%	0%[0.365 µM]	-19%	-18%	1	nt	?	-22%	-27%	0%	-1%
COCCNC(=O)/C(C#N)=C/c1c(F)cccc1Cl	?	?	-1%	?	1	-28%	?	0%	-4%	3%	-1%
COCCN(C(=O)COC(=O)c1ccc(Cl)s1)c1c(N)n(Cc2ccccc2)c(=O)[nH]c1=O	3%	nt	0%	2%	-2	nt	?	1%	-1%	-7%	-2%
CCC(C)[C@H]1COCCS(=O)(=O)N1Cc1ccc(C)cc1 (some centres undefined)	1%	-26%	0%	0%	-5	3%	26%	5%	6%	1%	2%
Cc1ccc(NC(=O)Cc2ccc(Cl)cc2)cc1S(=O)(=O)N1CCCCCC1	2%	nt	-4%	-5%	10	nt	11µM*	-68%	5%	-17%	-2%
O=C(O)CC(NC(=O)COc1ccccc1)c1cccc([N+](=O)[O-])c1 (centres undefined)	-4%	3%	5%	2%	-2	-8%	0%	-7%	3%	6%	-4%
CCOc1cc(NS(C)(=O)=O)c(OCC)cc1NC(=O)c1cccs1	2%	35%	-3%	3%	0	3%	?	2%	-3%	-2%	16%
O=C(CCNC(=O)Cn1ccc2ccccc2c1=O)NCc1ccc(F)cc1Cl	-2%	-5%	-5%	-1%	0	-9%	-2%	3%	0%	4%	-7%
Fc1ccc(-c2cc(-c3cccs3)cc(-c3ccccc3)n2)cc1	-5%	-17%	-9%	-2%	3	0%	?	-5%	1%	-8%	0%
COc1cccc(C2C(C(N)=O)=C(C)Nc3nc(CCCO)nn32)c1OC (centres undefined)	2%	-41%	1%	1%	1	6%	2%	23%	-5%	-2%	0%

Following part
molecule	FLuc modulator	RORgamma inh	Tb PFK inh	ELG1 genotoxic	TRPV1 agonist	VP16 counter	ELG1 DNA repair	BRCA1 expr up	p53 reactivator	Rab9 prom act	NPC1 promoter act
Cn1c(=O)c2c(nc(Cc3ccccc3)n2C)n(C)c1=O	2%	-15%	-9%	-2%	3	6%	21%	-5%	-1%	0%	-2%
COc1cc(C(=O)OCc2ccc(C)cc2)cc(NC(=O)c2cccs2)c1OC	-1%	?	-3%	-1%	-4	-10%	21µM*	-21%	-8%	-1%	-6%
CC1CCC(CN2CCN=C2N(C)C)CC1 (centres undefined)	2%	nt	-3%	-15%	4	nt	9%	35%	-1%	-1%	-4%
Clc1ccc(CN2CCN(c3ncccn3)CC2)cc1Cl	-3%	-12%	-16%	-4%	17	0%	-22%	1%	12%	1%	-1%
O=[N+]([O-])c1ccc(Cl)c(/C=N/N2CCN(C3c4ccccc4-c4ccccc43)CC2)c1	2%	0%	1%	-2%	-3	-6%	-5%	0%	0%	0%	1%

One compound at a time, from the list above.
Clc1ccc(CN2CCN(c3ncccn3)CC2)cc1Cl in the list: FLuc modulator: -3%; RORgamma inh: -12%; Tb PFK inh: -16%; ELG1 genotoxic: -4%; TRPV1 agonist: 17; VP16 counter: 0%; ELG1 DNA repair: -22%; BRCA1 expr up: 1%; p53 reactivator: 12%; Rab9 prom act: 1%; NPC1 promoter act: -1%
Cn1c(=O)c2c(nc(Cc3ccccc3)n2C)n(C)c1=O in the list: FLuc modulator: 2%; RORgamma inh: -15%; Tb PFK inh: -9%; ELG1 genotoxic: -2%; TRPV1 agonist: 3; VP16 counter: 6%; ELG1 DNA repair: 21%; BRCA1 expr up: -5%; p53 reactivator: -1%; Rab9 prom act: 0%; NPC1 promoter act: -2%

For reference, 2 of the compounds above:
molecule	FLuc modulator	RORgamma inh	Tb PFK inh	ELG1 genotoxic	TRPV1 agonist	VP16 counter	ELG1 DNA repair	BRCA1 expr up	p53 reactivator	Rab9 prom act	NPC1 promoter act
Cn1c(=O)c2c(nc(Cc3ccccc3)n2C)n(C)c1=O	2%	-15%	-9%	-2%	3	6%	21%	-5%	-1%	0%	-2%
COc1cc(C(=O)OCc2ccc(C)cc2)cc(NC(=O)c2cccs2)c1OC	-1%	?	-3%	-1%	-4	-10%	21µM*	-21%	-8%	-1%	-6%

Bioassay records from PubChem BioAssay.
